Compound activity: PubChem, several laboratories
West Nile virus CPE: inhibition of WNV-induced cytopathic effect – cell-based, CPE readout (AID 1621); 0.02% of 290,000 active; West Nile virus-infected cells, CPE inhibition; higher % means a stronger effect; one-dose CPE inhibition, % at 10 µM; IC50 in µM for titrated hits; in the data active = a potency from the dose series; inconclusive = CPE inhibition mostly from about 3.7% at the one dose, without a potency; inactive = the rest, 99 in 100 with CPE inhibition below about 2.2%; also: strong numbers were not always called active
NS5 inhibitors: Dengue-2 NS5 methyltransferase inhibitors, primary screen, biochemical, confirmation dose response (AID 588689). Dengue-2 NS5 methyltransferase capping enzyme assay, biochemical; higher % means a stronger effect. inhibition, % at 25 µM; hits with a dose series show IC50 in µM. 0.3% of 340,000 active; in the data active = a potency from the dose series; inconclusive = inhibition above about 29% without an active follow-up result
RSV antiviral HEp-2: inhibition of RSV-induced cytopathic effect – HEp-2 cells, primary 10 µM value included (AID 2391); HEp-2 cells, RSV-induced CPE inhibition; higher % means a stronger effect; one-dose CPE inhibition, % at 10 µM; IC50 in µM for titrated hits; 0.13% of 310,000 active; in the data active = a potency from the dose series; inconclusive = CPE inhibition mostly from about 23% at the one dose, without a potency; inactive = the rest, 99 in 100 with CPE inhibition below about 21%; also: strong numbers were not always called active
CSM14.1 death rescue: protection against thapsigargin-triggered cell killing – 384-well, CSM14.1, ATP luminescence, primary screen (AID 1222); CSM14.1 thapsigargin-induced death rescue, ATP luminescence; higher % means a stronger effect; cellular ATP content (survival), % at 20 µM; hits with a dose series show EC50 in µM; 190,000 tested, under 10 active;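 active = EC50 below 50 µM in the dose-response confirmation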;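 also: death triggered by thapsigargin at about 15 µM added after 2 h compound pretreatment; cell ATP read after overnight thapsigargin exposure of roughly 18 to 22 hours; normalized against plate controls of thapsigargin alone and 5% DMSO vehicle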
Rac1 GTP hydrolysis: MgcRacGAP GTPase-activating activity inhibitors, confirmation, biochemical, ADP Hunter fluorescence; MgcRacGAP-stimulated Rac1 GTP hydrolysis, ADP Hunter fluorescence; higher % means a stronger effect; GST-tagged Rac1 F28L mutant substrate; inhibition, % at 30 µM, or IC50 in µM where a hit was titrated; 0.6% of 340,000 active;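 active = first-screen hits whose inhibition reached a set limit at any dose in the follow-up dose series; inconclusive = inhibition above the set first-screen limit but never retested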;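 also: fluorescence reports GDP produced by GAP-driven GTP hydrolysis; strong numbers were not always called active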
Large T inhibition: TAg ATPase/helicase activity blockers – biochemical (AID 1903) | 0.39% of 310,000 active | SV40 large T antigen ATPase/helicase inhibition assay; higher % means a stronger effect | inhibition, % at 20 µM; hits with a dose series show IC50 in µM; in the data active = a potency from the dose series; inconclusive = inhibition mostly from about 32% at the one dose, without a potency; inactive = the rest, 99 in 100 with inhibition below about 32%; also: strong numbers were not always called active
PhoP inhibition: PhoP-dependent GFP reporter repression – Salmonella Typhimurium, primary screen (AID 1863); S. Typhimurium PhoP-regulated promoter GFP reporter, 4 h; higher % means a stronger effect; inhibition, % at 50 µM, or IC50 in µM where a hit was titrated; 0.16% of 300,000 active;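 active = inhibition over 29.93%, a cutoff 3 SD above the screen mean, later confirmed by dose response; inconclusive = inhibition over 29.93% but no dose response follow-up; inactive = inhibition at most 29.93% or unconfirmed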;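 also: 0% = low Mg2+ inducing control and 100% = high Mg2+ repressing control; strong numbers were not always called active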
GPR35 antagonists: inhibition of zaprinast-stimulated GPR35 beta-arrestin translocation – imaging, U2OS, beta-arrestin-GFP, zaprinast agonist, primary screen (AID 2058) | 0.052% of 290,000 active | U2OS GPR35 beta-arrestin-GFP translocation imaging, zaprinast antagonism; higher % means a stronger effect | inhibition, % at 10 µM; hits with a dose series show IC50 in µM;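 active = inhibition of at least 50% with at least 30 cells and total cytoplasm GFP at most 10,000,000; inconclusive = under 30 cells or total GFP of 10,000,000 plus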
LYP phosphatase: PTPN22 lymphoid phosphatase activity blockers – biochemical, fluorescence intensity, uHTS (AID 1779) | recombinant LYP phosphatase, fluorescence intensity; higher % means a stronger effect | inhibition, % at 11.5 µM; hits with a dose series show IC50 in µM | 0.054% of 290,000 active; in the data active = inhibition above about 50%;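 also: plate controls were vehicle with enzyme for no effect and no enzyme for full effect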
NS5 inhibitors pilot replicate: recorded beside NS5 inhibitors, whose call it bears; inhibition, %; measured here: pilot screen replicate inhibition
Starred values were filed as active, the others as inactive; ? = inconclusive; nt = no result given; & = joins results of further samples.

SMILES	West Nile virus CPE	NS5 inhibitors	RSV antiviral HEp-2	CSM14.1 death rescue	Rac1 GTP hydrolysis	Large T inhibition	PhoP inhibition	GPR35 antagonists	LYP phosphatase	others
CC(=O)c1ccc(N(C(=O)Cn2nnc3ccccc32)C(C(=O)NC2CCCCC2)c2cn(C)nc2C)cc1 (stereo not drawn)	-0.1%	-6%	nt	-2.9%	4%	5%	3%	1%	-6%
O=C(Nc1nccs1)c1ccc(-c2ccc([N+](=O)[O-])cc2)o1	0.0%	nt	-0.4%	-0.5%	5%	23%	-7%	-1%	-1%
O=C(Nc1ccccc1N1CCCCC1)c1cc(S(=O)(=O)N2CCOCC2)ccc1Cl	nt	-1%	40%	nt	8%	17%	-1%	nt	nt
Cc1ccc(C(=O)C2=C(O)C(=O)N(Cc3ccco3)C2c2cccc(Cl)c2)o1 (stereo not drawn)	-0.3%	15%	2.9%	nt	15%	32%	-1%	-3%	-2%
Cc1ccc(N(Cc2cc3ccc(C)cc3[nH]c2=O)C(=O)c2ccco2)c(C)c1	-0.2%	1%	-0.3%	nt	4%	7%	5%	-2%	3%
CCN1/C(=C\C(C)=O)Sc2ccc(OC)cc21	1.4%	-6%	1.4%	-0.8%	-3%	-5%	-6%	-2%	-5%
C=CCn1c(SCC(=O)Nc2ccccc2)nnc1-c1cccc(S(=O)(=O)N2CCOCC2)c1	-0.1%	-8%	1.8%	-0.5%	7%	2%	-3%	1%	-3%
CNC(=O)c1cc2c(-c3ccccc3)nn(C)c2s1	-1.8%	-1%	8.7%	nt	8%	2%	1%	-14%	-12%
O=C(CN1CCCCC1)Nc1ccc(C(F)(F)F)cc1Cl	0.3%	-2%	nt	nt	8%	-4%	-12%	-3%	-4%
O=C(Nc1ccccc1C(=O)O)c1ccc(CN2C(=O)c3ccccc3C2=O)cc1	0.1%	-3%	0.9%	nt	11%	6%	-2%	-18%	-6%
COC(=O)C(NC(=O)c1ccco1)(Nc1cc(C)ccn1)C(F)(F)F (stereo not drawn)	-0.7%	0%	0.9%	-0.2%	5%	3%	-8%	3%	-4%
Cc1cc(C)c(S(=O)(=O)NCC(c2ccco2)N2CCc3ccccc3C2)c(C)c1 (stereo not drawn)	nt	-6%	?	nt	3%	26%	-1%	nt	nt
CC(C)C[C@H](NC(=O)N1CCn2c1nc1ccccc12)C(=O)N[C@@H](C(=O)O)c1ccccc1	-0.1%	11%	0.5%	nt	-9%	9%	-7%	9%	-10%
COc1cccc(C2=NN(S(C)(=O)=O)C(c3cccs3)C2)c1 (stereo not drawn)	-1.0%	-3%	1.5%	0.5%	2%	3%	-7%	-6%	-6%
O=C(N/N=C/c1ccc(Br)s1)c1ccncc1	-0.2%	-15%	5.0%	-0.1%	3%	5%	3%	-6%	4%
CCOC(=O)c1ccc(NC(=O)N2CCN(c3cccc(OC)c3)CC2)cc1	-0.3%	-3%	6.5%	-2.5%	-11%	1%	-2%	-2%	-4%
COc1ccccc1N1CCN(C(=O)C(=O)N/N=C/c2cccc(O)c2)CC1	0.4%	-6%	0.0%	-1.5%	6%	6%	10%	11%	-9%
COc1cc(C(=O)NC2CC(C)(C)Cc3c2cnn3-c2ccccc2)cc(OC)c1OC (stereo not drawn)	3.1%	-7%	1.6%	nt	7%	8%	-11%	21%	-7%
O=C(CNC(=O)c1ccccc1O)N/N=C/c1cc(Br)ccc1OC(=O)/C=C/c1ccco1	-0.9%	nt	12%	-2.3%	nt	10%	-4%	-13%	9%
COc1cccc2cc(C(C)N(CCCN3CCOCC3)C(=S)Nc3ccccc3C)oc12 (stereo not drawn)	-1.4%	-2%	0.5%	-0.7%	8%	16%	4%	20%	0%
O=C(OC1CCN(c2ncc(C(F)(F)F)cc2Cl)CC1)c1ccc(Cl)cc1	-0.5%	0%	1.7%	-0.5%	12%	4%	-6%	24%	-2%	NS5 inhibitors pilot replicate=1.2
COc1ccccc1CN(Cc1nc2ccccc2c(=O)[nH]1)C(=O)Nc1ccccc1C	-0.4%	-8%	-0.9%	-1.7%	3%	-1%	2%	18%	-4%
CCOC(=O)N1CCN(C(=O)COC(=O)c2ccc(S(=O)(=O)N(CC)CC)cc2)CC1	nt	-7%	-1.2%	nt	1%	5%	-7%	nt	nt
CC1(C)C(c2cccs2)=[N+]([O-])C2(CCCCC/C2=N\NC(N)=O)N1O (stereo not drawn)	0.5%	-2%	1.6%	-0.9%	10%	4%	-10%	10%	-5%
COc1ccc(CCN(C)C(=O)C2CCCN(Cc3ccc(OC)c(OC)c3)C2)cc1OC (stereo not drawn)	-0.3%&0.1%	-4%&-1%	0.1%&0.0%	-1.0%&0.7%	30%&17%	3%&-4%	-1%&-7%	5%&-8%	-2%&-8%
CC(C)CNC(=S)N1CCC(C(=O)c2ccc(F)cc2)CC1	-1.7%	-2%	4.5%	nt	7%	-2%	-6%	-6%	-9%	NS5 inhibitors pilot replicate=3.0
O=C(c1cc2ccccc2oc1=O)N(Cc1ccco1)Cc1cccs1	-0.1%	-4%	5.3%	0.5%	9%	13%	3%	-5%	-2%
COc1ccc(-c2cc(-c3ccccc3)no2)cc1	nt	-1%	4.3%	nt	3%	10%	-6%	nt	nt
COc1cccc(CN(C)CC(O)COC(c2ccccc2)c2ccccc2C)c1 (stereo not drawn)	-1.7%	-6%	18%	nt	5%	11%	3%	-4%	-6%
COc1cc(/C=N/N=C2/NC(=O)C(Cc3ccc(F)cc3)S2)ccc1O (stereo not drawn)	0.7%	1%	3.0%	-0.4%	9%	14%	1%	-12%	-7%
Oc1ccc(-c2nccc(-c3cccs3)n2)cc1	0.2%	-1%	41%	5.3%	10%	20%	-10%	3%	3%
C=CCOc1ccc(/C=C/C(=O)OCC(=O)N(C)CC(=O)Nc2ccc(F)cc2)cc1	nt	-2%	4.4%	nt	10%	11%	-8%	nt	nt
CCOC(=O)c1ccc(NC(=O)N2C3CCCC2CC(NC(C)=O)C3)cc1 (stereo not drawn)	-0.1%	2%	3.8%	nt	4%	1%	-3%	-1%	-12%
Cc1ncc(CO)c2cc(S(=O)(=O)c3ccc(F)cc3)c(=O)oc12	-0.1%	7%	1.6%	-1.0%	5%	7%	-6%	4%	3%
COC(=O)CS(=O)(=O)c1ccsc1C(=O)Nc1ccc(F)c(F)c1	0.3%	7%	2.1%	-7.8%	-6%	7%	3%	-10%	-7%
COc1ccccc1NS(=O)(=O)c1ccc(C(=O)N2CCN(c3ccccc3O)CC2)cc1	nt	1%	19%	nt	3%	23%	0%	nt	nt
Cc1cc(NC(=O)CCC(=O)N(Cc2ccco2)C2(C(=O)NC3CCCC3)CCCCC2C)no1 (stereo not drawn)	-1.3%	-2%	2.2%	nt	5%	9%	-5%	1%	4%
CC(C)CN(C)C(=O)CCc1nnc(Cc2ccc(-c3ccccc3)cc2)o1	-1.2%	nt	9.7%	6.0%	-1%	-2%	-6%	-15%	-6%
CCN(Cc1nc2ccccc2c(=O)[nH]1)Cc1cc(=O)oc2cc(C)c(C)cc12	-0.2%	-5%	5.5%	nt	0%	nt	nt	nt	nt	NS5 inhibitors pilot replicate=2.4
CC1CN(C(=S)NC(=O)c2ccc([N+](=O)[O-])cc2)CC(C)O1 (stereo not drawn)	0.6%	1%	0.2%	-0.9%	8%	1%	5%	-5%	-11%
O=C(Cn1cnc2c(cnn2-c2ccccc2)c1=O)N1CCOCC1	-0.1%	0%	22%	0.3%	-5%	0%	3%	1%	-2%
CN(CC(=O)Nc1ccc(Cl)cc1)C(=O)CNC(=O)c1ccc2ccccc2c1	-1.0%	2%	12%	nt	4%	10%	-2%	3%	-4%
CC(NC(=O)c1cccnc1)C(=O)N1CCCCC1 (stereo not drawn)	0.1%	-3%	0.9%	1.1%	11%	12%	3%	17%	0%
Cc1csc2ncnc(N3CCN(C(=S)Nc4ccc(C(F)(F)F)cc4)CC3)c12	-0.2%	nt	8.8%	nt	nt	10%	-10%	-13%	-1%
CC(C)c1nc(SCC(=O)Nc2ccc(C(=O)O)cc2)c2c3c(sc2n1)CCCC3	-0.4%	2%	?	nt	2%	6%	-5%	-1%	-3%
C/C(=C\C(=S)Nc1ccccc1)Nc1ccc2ccccc2c1	-0.5%	-3%	6.3%	-1.5%	15%	7%	24%	-2%	-2%
O=C(NNC(=O)c1ccccc1O)c1ccc(Br)cc1	?	5%	-0.1%	nt	9%	-3%	-2%	0%	-7%
COc1cc(NC(=O)Cc2cccs2)ccc1-n1cnnn1	0.1%	4%	2.8%	nt	16%	1%	-6%	-7%	-5%
CC1(C)Cc2noc(N)c2C(C)(C)N1OC(=O)c1scc2c1OCCO2	-0.1%	-2%	0.2%	1.4%	-2%	6%	4%	4%	-2%
CCCN1CCN(C(=O)CCn2c(=O)c3cccn3c3cccnc32)CC1	0.1%	26%	-1.1%	nt	1%	10%	-9%	10%	0%
CCn1c(CC(=O)Nc2ccc(C)cc2)n[nH]c1=S	-1.1%	-4%	-0.9%	1.6%	-2%	7%	7%	20%	-7%
COc1ccc(CNc2nc3ccccc3n2Cc2ccccc2)cc1OC	-0.7%	-2%	4.9%	7.0%	5%	12%	0%	3%	-4%
O=C(Nc1ccc2oc(Cc3ccc(Cl)cc3)nc2c1)c1cccnc1	-0.7%	-5%	3.2%	-1.3%	7%	13%	4%	8%	3%
COc1ccc(C(C)=O)cc1COC(=O)CSCC(=O)Nc1ccc(C)cc1	nt	-8%	2.7%	nt	7%	5%	-2%	nt	nt
Nc1nc(C23CC4CC(CC(C4)C2)C3)[nH]c(=O)n1	-0.1%	5%	-2.6%	nt	4%	3%	-2%	8%	-8%
COc1ccc(-n2nc3cc(C)c(NC(=O)CC(C)C)cc3n2)cc1	-0.2%	nt	nt	-2.1%	nt	4%	9%	-10%	-4%
CCOc1ccc(NS(=O)(=O)c2ccc(NC(=S)NC(C)=O)cc2)cc1	-0.2%	-1%	1.2%	0.5%	5%	22%	-9%	11%	-8%
CCOC(=O)C1=C(C)NC2=C(C(=O)CC(C)(C)C2)C1c1ccc2c(c1)CCCN2C (stereo not drawn)	0.0%	-9%	-0.2%	-0.2%	11%	11%	27%	-1%	-8%
CS(=O)(=O)N1CCN(c2ccccc2NC(=O)Cc2ccc(Cl)cc2)CC1	-0.3%	-1%	0.8%	nt	7%	-1%	-4%	-2%	5%
